From PubChem
RGS4 block: RGS4 inhibitors, primary screen, cell-based, HEK293 M3R inducible RGS4, calcium flux. Fluo-4 calcium flux; stronger effect = higher value; triggered by carbachol at its EC20. Regulator of G-protein signaling 4 (Homo sapiens), P49798. 310,000 compounds, 0.45% hits. B-score at 10 µM;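 active means B-score, a plate-corrected calcium signal, over three deviations above library mean, with baseline fluorescence within five deviations of library mean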;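 further: RGS4 expression induced by doxycycline in cells with stable M3 receptor; B-score is computed from the integrated fluorescence ratio over baseline after carbachol; higher B-score means a larger calcium signal and so more RGS4 inhibition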
MrgX1 allo act: positive allosteric modulators of MrgX1, primary screen, HEK293 cells, Fluo-4 calcium flux; Mas-related G-protein coupled receptor member X1 (Homo sapiens), Q96LB2; FDSS; stronger effect = higher value; B-score at 10 µM; 310,000 compounds, 0.63% hits;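 active means plate-corrected calcium response at least 3 library SD above typical, normal starting fluorescence, not activating the receptor alone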;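 further: compound read alongside a low EC10 to EC30 dose of BAM8-22 agonist; peak minus trough fluorescence over baseline measured at the second addition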
TRPC6 inhibitor: mouse TRPC6 channel inhibitors, primary screen, cell-based, HEK293, membrane potential dye; Short transient receptor potential channel 6 (Mus musculus), Q61143; ACh-evoked depolarization; stronger effect = lower value; B-score at 10 µM; 310,000 compounds, 1.1% hits; AID 2553, 2010;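 active means B-score under library mean minus 3 SD, initial fluorescence not abnormally high, positive integrated signal ratio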;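 further: B-score derived from integrated fluorescence ratio over the kinetic read; more negative B-score means stronger inhibition of depolarization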
MrgX1 antagonist: antagonists of human MrgX1 receptor, primary screen, HEK293 cells, Fluo-4 calcium flux. BAM8-22 antagonism; stronger effect = lower value. Mas-related G-protein coupled receptor member X1 (Homo sapiens), Q96LB2. 310,000 compounds, 1.3% hits. B-score at 10 µM;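 active means calcium-response B-score plate-corrected more than 3 library SD below zero, starting fluorescence within 5 deviations, no agonist response on first addition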;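 further: peak minus trough fluorescence over baseline after final BAM8-22 challenge near maximal dose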
RGS4 act: RGS4 potentiators or activators, primary screen, cell-based, HEK293 M3R inducible RGS4, calcium flux. carbachol calcium flux Fluo4; stronger effect = lower value. B-score at 10 µM. 310,000 compounds, 0.92% hits. AID 463111, 2010;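 active means B-score of the integrated calcium signal more than 4 SD below the library mean, with starting fluorescence not abnormally high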;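 further: negative B-score means reduced calcium response which marks RGS4 activation or potentiation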
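System – HEK293 FlpIn-TREx cells, stable M3R, doxycycline-inducible RGS4 · Reagent – ECmax carbachol challenge · Times – compound preincubation 20 min at room temperature before agonist · Technique – Fluo4 fluorescence kinetic imaging of calcium · Measure – B score of integrated Fluo4 ratio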
ANO1 block: TMEM16A chloride channel inhibitors, primary screen, cell-based, HTS; AID 588511, 2011; normalized B-score (activity score, 25-100; higher = stronger inhibition) at 10 µM; Anoctamin-1 (Mus musculus), Q8BHY3; HEK293 TMEM16A/YFP iodide influx fluorescence, ionomycin; 310,000 compounds, 1.2% hits;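 active means ratio plate-corrected score three or more library SD toward inhibition, starting fluorescence score within five deviations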;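 further: score derived from kinetic fluorescence span divided by baseline fluorescence per well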
Target sequence (Q8BHY3 whole entry, looked up): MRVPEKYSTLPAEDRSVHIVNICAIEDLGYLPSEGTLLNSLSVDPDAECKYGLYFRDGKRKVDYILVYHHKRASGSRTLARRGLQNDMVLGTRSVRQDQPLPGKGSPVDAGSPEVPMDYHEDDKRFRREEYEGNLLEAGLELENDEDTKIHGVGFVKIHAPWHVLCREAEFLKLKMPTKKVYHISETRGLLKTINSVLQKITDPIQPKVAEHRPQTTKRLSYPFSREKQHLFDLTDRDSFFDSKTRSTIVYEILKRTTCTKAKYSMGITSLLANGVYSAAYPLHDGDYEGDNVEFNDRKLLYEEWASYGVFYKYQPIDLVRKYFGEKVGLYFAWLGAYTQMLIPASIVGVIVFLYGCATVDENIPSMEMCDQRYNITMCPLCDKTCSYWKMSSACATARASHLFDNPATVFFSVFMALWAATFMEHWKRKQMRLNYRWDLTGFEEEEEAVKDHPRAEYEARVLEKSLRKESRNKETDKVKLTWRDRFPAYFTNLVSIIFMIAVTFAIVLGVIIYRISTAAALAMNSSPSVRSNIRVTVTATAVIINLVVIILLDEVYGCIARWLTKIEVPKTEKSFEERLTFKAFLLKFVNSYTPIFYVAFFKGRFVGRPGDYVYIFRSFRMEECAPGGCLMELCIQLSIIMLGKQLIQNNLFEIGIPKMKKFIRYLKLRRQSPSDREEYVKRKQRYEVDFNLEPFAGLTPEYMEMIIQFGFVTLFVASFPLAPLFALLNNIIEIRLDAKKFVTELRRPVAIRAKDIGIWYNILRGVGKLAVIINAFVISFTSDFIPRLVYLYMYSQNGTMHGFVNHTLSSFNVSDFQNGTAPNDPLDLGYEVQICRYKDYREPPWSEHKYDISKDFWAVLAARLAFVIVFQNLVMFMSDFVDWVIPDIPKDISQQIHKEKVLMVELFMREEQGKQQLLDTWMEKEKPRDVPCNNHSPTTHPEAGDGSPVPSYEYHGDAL
TRPC6 activator: mouse TRPC6 channel activators, primary screen, cell-based, HEK293, membrane potential dye | B-score at 10 µM | 310,000 compounds, 0.13% hits | Short transient receptor potential channel 6 (Mus musculus), Q61143 | HEK293-TRPC6 membrane potential dye fluorescence; stronger effect = higher value;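 active means B-score of the integrated fluorescence ratio above library mean plus 3 SD, and starting fluorescence ratio within library mean plus 5 SD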;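 further: higher score means more depolarization so channel activation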
MrgX1 agonist: agonists of human MrgX1 receptor, primary screen, HEK293 cells, Fluo-4 calcium flux; Mas-related G-protein coupled receptor member X1 (Homo sapiens), Q96LB2; Fluo-4 calcium fluorescence, agonist mode; stronger effect = higher value; B-score at 10 µM; 310,000 compounds, 0.44% hits; AID 588627, 2011;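 active means calcium response B-score plate-corrected fluorescence ratio at least 3 library SD, with starting fluorescence B-score inside 5 SD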
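Material – MrgX1-expressing HEK293 cells · Input – 15,000 cells seeded per well · Dosing – compound as first of three additions · Times – overnight seeding, then 1 h dark dye loading · Measured by – kinetic Fluo-4 NW fluorescence of intracellular calcium · Read-out – B-scored fluorescence response ratio · Benchmarks – positive and negative control wells on each plate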
HDAC3 inhib: HDAC3 deacetylase inhibitors, primary screen, biochemical, fluorescence, cell-free homogeneous | Histone deacetylase 3 (Homo sapiens), O15379 | recombinant HDAC3, fluorogenic peptide/trypsin coupled | inhibition, % at 8.3 µM | 320,000 compounds, 0.15% hits; in the data active means inhibition above about 26%, passing the limit was not always enough; inconclusive means no clear call, values can overlap the other calls
SKKanGAS inh: S. pyogenes SKKanGAS growth inhibitors in kanamycin, primary screen, streptokinase expression inhibitor project, SKKanGAS strain, BacTiter-Glo luminescence. 6 h. inhibition, % at 7.5 µM. 300,000 compounds, 1.3% hits. AID 1662, 2009;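 active means mean replicate score, as percent of positive control median, at least 50; inconclusive means mean below 50 but one replicate at or above 50; inactive means mean and every replicate below 50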;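 further: strain carries kanamycin resistance gene driven by streptokinase promoter and grows in 40 µg/ml kanamycin; loss of luminescence reflects streptokinase promoter inhibition or plain growth inhibition; 0% = median of DMSO wells and 100% = positive control at its reference dose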
ANO1 activ: TMEM16A chloride channel activators or potentiators, primary screen, cell-based, HTS; 340,000 compounds, 0.3% hits; Anoctamin-1 (Mus musculus), Q8BHY3; B-score at 10 µM; AID 623877, 2012; HEK293 TMEM16A/YFP-H148Q/I152L, iodide quench fluorescence; stronger effect = lower value;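 active means fluorescence-ratio B-score plate-corrected deviation score at least 3 library SD below zero, with starting fluorescence score within 5 deviations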;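 further: channel opened by trigger with iodide after compound preincubation; score built on the fluorescence ratio of max minus min over baseline; more negative score means more quench and so TMEM16A activation or potentiation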
* = called active by the depositor; i = inactive; ? = inconclusive; / = no result given.

SMILES	RGS4 block	MrgX1 allo act	TRPC6 inhibitor	MrgX1 antagonist	RGS4 act	ANO1 block	TRPC6 activator	MrgX1 agonist	HDAC3 inhib	SKKanGAS inh	ANO1 activ
CCCCN1C(=S)NC[C@@H]1Cc1ccc(O)cc1	i	i	i	i	i	i	i	i	-6.4	-1.5	i
COc1cccc(C2=N/C(=C\N(C)C)C(=O)O2)c1	i	i	i	i	i	i	i	i	-2.2	-1.4	i
CSCCC(NC(=O)c1ccoc1C)C(=O)O (stereo unspecified)	i	i	i	i	i	i	i	i	-4.2	0.3	i
OCCN=C(c1ccccc1)C12CN3CN(CN(C3)C1)C2	i	i	i	i	i	i	i	i	-0.2	-6.6	i
Cc1ccc(-c2[nH]c(-c3ccccc3)nc2SCC(=O)NCC2CCCO2)cc1 (stereo unspecified)	i	i	i	i	i	i	i	34.2*	-1.1	-5.8	i
Cc1ccc(-n2c(CNc3ccc(F)cc3)nnc2SCC(N)=O)cc1	i	i	i	i	i	i	i	i	1.9	-6.0	i
O=C(COC(=O)c1c[nH]c(=O)[nH]c1=O)Nc1ccccc1	i	i	i	i	i	i	i	i	-2.3	-20.2	i
COc1ccc(NC2CS(=O)(=O)CC2NCc2ccccc2)cc1 (stereo unspecified)	i	i	i	i	i	i	i	i	0.4	-1.1	i
N#Cc1c(NC(=O)CSc2nc(-c3ccccc3)cc(C(F)(F)F)n2)sc2c1CCC2	i	i	i	i	i	i	i	i	-1.8	-7.8	i
C/C=C/C(=O)Nc1nnc(-c2ccccc2C)s1	i	i	i	i	i	i	i	i	1.3	-0.8	i
O=c1[nH]cnc2scc(C3COc4ccccc4O3)c12 (stereo unspecified)	i	i	i	i	i	i	i	i	6.4	8.7	i
CCOC(=O)c1sc(NC(=O)CSc2n[nH]c(-c3ccccc3)n2)c(C#N)c1C	i	i	i	i	i	100*	i	i	-5.4	43.1	i
Cc1ccc(Nc2nnc(SCC(=O)c3ccc(Br)s3)s2)c(C)c1	i	i	i	i	i	i	i	i	3.3	28.6	i
O=C(CSc1nnnn1-c1ccccc1)Nc1ncc(Cc2cc(Cl)ccc2Cl)s1	i	i	i	i	i	i	i	i	0.8	7.0	i
CCS(=O)(=O)N1CCC(C(=O)Oc2ccccc2Cl)CC1	i	i	i	i	i	i	i	i	-8.5	-0.4	i
CCCCOc1ccc(C2CC(=O)N(C)C2=O)cc1 (stereo unspecified)	i	i	i	i	i	i	i	i	-1.5	-0.6	i
O=C1CC(c2ccc(O)cc2)Oc2cc(O)cc(O)c21 (stereo unspecified)	i	i	i	i	i	i	i	i	10.7	0.4	i
CCOC(=O)N/N=C1\CCc2ccccc21	i	i	i	i	i	i	i	i	-2.0	-3.0	i
Cc1cc2n(c(=O)c1C#N)CCCN2c1cccc(Cl)c1	i	i	i	i	i	i	i	i	2.0	3.1	i
CCn1c(SCC(=O)Nc2ccc3c(c2)OCO3)nnc1C(C)C	i	i	i	i	i	i	i	i	-7.2	0.3	i
Clc1ccc(CNC23CN4CN(CN(C4)C2)C3)c(Cl)c1	i	i	i	i	i	i	i	i	-7.3	-5.4	i
COc1ccc(NC2=C(Cl)C(=O)N(CCc3ccccc3)C2=O)c(OC)c1	i	i	i	i	i	i	i	i	4.9	13.1	i
CC(NC(=O)c1ccccc1F)c1nnc(SCC(=O)NC2=NCCS2)n1C (stereo unspecified)	i	i	i	i	i	i	i	i	0.2	-0.9	i
CCNc1oc(-c2ccc(OC)cc2)nc1S(=O)(=O)c1ccc(Br)cc1	i	i	i	i	i	i	i	i	2.3	2.2	i
O=C(c1ccco1)c1cn(CC(=O)N2CCCCC2)c2ccccc12	i	i	i	i	i	i	i	i	6.7	-1.0	i
O/N=C1/C2C3CC4C5C3C1C5C1(OCCO1)C42 (stereo unspecified)	i	i	i	i	i	i	i	i	-1.9	-7.7	i
O=C(CCCC(=O)N/N=C\c1ccccn1)N/N=C\c1ccccn1	i	i	i	i	i	i	i	i	0.2	-2.7	i
O=C(NCc1ccccc1Cl)c1cccc(NC2=NC3CS(=O)(=O)CC3S2)c1 (stereo unspecified)	i	i	i	i	i	i	i	i	-1.5	-3.1	i
Cc1c(CN2CCCCC2)c(O)n(CCCO)c(=O)c1C#N	i	i	i	i	i	i	i	i	3.6	4.6	i
CCC(C)[C@H](NC(=O)NCc1ccc(S(N)(=O)=O)cc1)C(=O)OC (stereo partly specified)	i	i	i	i	i	i	i	i	-6.0	-5.5	i
C=CCn1c(SCC(=O)NC(=O)NCc2ccco2)nc2sc(CC)cc2c1=O	i	i	i	i	i	i	i	i	4.4	-1.4	i
O=C(Cn1cnc2ccccc2c1=O)N1CCN(Cc2ccc3c(c2)OCO3)CC1	i	i	i	i	i	i	i	i	9.5	2.4	i
CCCN1CCC(NC(=S)Nc2ccc([N+](=O)[O-])cc2)CC1	i	i	i	i	i	i	i	i	/	7.3	i
C=CCOc1ccc(/C(O)=C2/C(=O)C(=O)N(CCCn3ccnc3)C2c2ccco2)cc1 (stereo unspecified)	i	i	i	i	i	i	i	i	-4.8	0.7	i
COc1cccc(CCc2nnc(CCC(=O)NCCC3CCCCO3)o2)c1 (stereo unspecified)	i	i	i	i	i	i	i	i	-0.7	3.4	i
COc1ccc(CCNc2c([N+](=O)[O-])ncn2C)cc1OC	i	i	i	i	i	i	i	i	-1.0	8.2	i
O=C(N/N=C/c1cnc(N2CCCCC2)s1)c1ccc(C(F)(F)F)cc1	i	i	i	i	i	i	i	i	4.1	39.1	i
CCOc1cc2c3c(c1)C1(C(=O)N3C(C)(C)C=C2C)C(C#N)=C(N)Oc2cc(O)ccc21 (stereo unspecified)	i	i	i	i	i	i	i	i	13.9	-4.6	i
CCCCOC(=O)C1Cc2ccccc2C(=O)O1 (stereo unspecified)	i	i	i	i	i	100*	i	i	-0.2	-4.0	i
OCC1(Cc2ccc(F)cc2F)CCCN(Cc2ccc(Cl)cc2)C1 (stereo unspecified)	i	i	i	i	i	i	i	i	6.2	36.3	i
Clc1ccc2c(c1)C=Nc1c(NCc3ccccc3)ncnc1O2	i	i	i	i	i	i	i	i	-1.7	1.6	i
CCN(CC)CCCN1C(=O)c2oc3ccccc3c(=O)c2C1c1cccc(OC)c1OC (stereo unspecified)	i	i	i	i	i	i	i	i	1.0	5.8	i
CCCCc1cc(=O)oc2cc(C)cc(OC(C)C(=O)NCc3ccccn3)c12 (stereo unspecified)	i	i	i	i	i	i	i	i	?	10.0	i
CCCNC(=O)c1onc(CSc2cccc(OC)c2)c1C(=O)NCCC	i	i	i	i	i	i	i	i	-2.2	4.4	i
Nc1nnnn1/N=C/C(Br)=C/c1ccccc1	i	i	i	-5.11*	i	i	i	i	7.0	-0.2	i
COc1ccccc1NC(=O)c1ccc(NC(=O)c2cc3c(s2)CCC3)cc1	i	i	i	i	i	i	i	i	1.1	73.1*	i
CCc1nc(NCc2ccco2)c2oc3ccccc3c2n1	i	i	i	i	i	i	i	i	2.0	-2.9	i
COc1ccc(Cl)cc1C(=O)NNC(=O)CCNC(C)=O	i	i	i	i	i	i	i	i	0.0	1.9	i
COc1ccc(Nc2nc(N)nc(CN(C)C3CCCCC3)n2)cc1	i	i	i	i	i	i	i	i	-1.6	-2.1	i
CN(C)c1cc[n+](CC(=O)c2cccs2)cc1	i	i	i	i	i	i	i	i	2.2	9.4	i
COc1ccc(C(=O)Nc2cccc(NC(=O)c3cccs3)c2)cc1	i	i	i	i	i	i	i	i	6.2	-7.9	i
C/C=C/C(=O)OCC(=O)Nc1ccc(OC)c(Cl)c1	i	i	i	i	i	i	i	i	/	9.9	i
COc1ccccc1CNS(=O)(=O)c1ccc(Cl)s1	i	i	i	i	i	i	i	i	2.4	-1.4	i
OCCC1CN(Cc2cnc(N3CCCC3)s2)CCN1Cc1ccccc1 (stereo unspecified)	i	i	i	i	i	i	i	i	1.7	-2.4	i
CN(C)/C=N/N(C)c1ncccc1[N+](=O)[O-]	i	i	i	i	i	i	i	i	2.8	-0.6	i
CCN(CC(=O)NC(=O)NC1CCCCC1)Cc1nc2ccccc2c(=O)[nH]1	i	i	i	i	i	i	i	i	2.0	1.4	i
CCc1cccc(CC)c1-n1c(SCc2cc(=O)n3ccsc3n2)nnc1-c1cccnc1	i	i	i	i	i	i	i	i	-7.0	0.6	i
OCCCCNCc1ccc(OCc2ccc(Cl)cc2)cc1	i	i	i	i	-7.27*	i	i	i	-2.5	-2.7	i
Cc1nnc(-c2ccccc2)nc1N1CCOCC1	i	i	i	i	i	i	i	i	0.7	-1.1	i
N#Cc1ncc(C(F)(F)F)cc1Sc1ccc(N)cc1	i	i	i	i	i	i	i	i	4.2	22.1	i
COc1ccc(NS(=O)(=O)c2cccc(C(=O)N(C)CC(=O)Nc3ccc(C)cc3)c2)cc1	i	i	i	i	i	i	i	i	1.0	-0.7	i
O=C(c1cc2c(s1)CCC2)N1CCN(c2ccccc2)CC1	i	i	i	i	i	i	i	i	-7.9	3.4	i
